From PubChem
GLP1R ag = activates the human GLP-1 receptor. P43220. HEK293 GLP-1R CRE-luciferase, luminescence, 4-6 h; cells express a hypersensitive GLP-1R form. Potency, µM (titrated, usually from 45.6 µM), for the others: at the top dose activation, actives largely listed as activators. actives 0.007% (n = 380,000); also: % of control where 0% means no effect
Target sequence (P43220 whole entry, looked up): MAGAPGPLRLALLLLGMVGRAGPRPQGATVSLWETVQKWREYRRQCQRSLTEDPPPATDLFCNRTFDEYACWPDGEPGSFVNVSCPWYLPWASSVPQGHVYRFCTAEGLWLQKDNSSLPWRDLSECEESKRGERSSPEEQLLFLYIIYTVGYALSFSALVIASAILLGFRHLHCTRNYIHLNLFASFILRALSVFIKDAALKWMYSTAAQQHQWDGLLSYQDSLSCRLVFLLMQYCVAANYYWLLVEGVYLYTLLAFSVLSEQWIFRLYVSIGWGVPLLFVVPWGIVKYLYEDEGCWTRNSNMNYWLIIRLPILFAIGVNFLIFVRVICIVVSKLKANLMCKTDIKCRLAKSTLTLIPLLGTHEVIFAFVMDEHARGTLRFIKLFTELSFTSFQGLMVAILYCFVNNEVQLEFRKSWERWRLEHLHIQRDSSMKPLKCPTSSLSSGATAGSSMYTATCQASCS
HEK293 tox = cytotoxicity in counter-screen for GLP-1R inverse agonists. HEK293 cAMP-luciferase reporter cells, luminescence, 24 h. Potency, µM (series often up to 38.3 µM), for inactives: at the highest dose activity change, negative = inhibition, usual class: inhibitors. actives 0.13% (n = 410,000). AID 624418;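 also: loss of luciferase light is scored as toxicity; % is scaled to controls: 0 for no effect and ±100 for the full control effect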
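Compound-treated cells are incubated 24 hr at 37 deg C under 5% CO2 after a 12 hour attachment period, then luciferase detection reagent is added and luminescence is measured following 12 min at room temperature; lowered signal indicates toxicity.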
GLP1R inv ag = inverse agonists of human GLP-1 receptor; Potency, µM (series often up to 38.3 µM), inactives show at the top dose activity change, negative = inhibition, hits mostly inhibitors; HEK293 GLP-1R CRE-luciferase, luminescence, 24 h; GLP-1R form is constitutively active; P43220; actives 1.6% (n = 410,000); AID 624417; also: % is scaled to controls: 0 for no effect and ±100 for the full control effect; nearly all actives have a fitted effect of over 55% in size
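HEK293 cells stably co-expressing constitutively active GLP-1R and a cAMP-responsive luciferase reporter were seeded in DMEM with 10% Nu serum, given compounds after 12 h, and incubated 24 h at 37 deg C. Luminescence was then read.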
TDP-43 yeast inh = rescues yeast growth from TDP-43 toxicity; actives 1.8% (n = 410,000); Potency, µM (series often up to 46.1 µM), for inactives: at the highest dose growth rescue (activation), usual class: activators; TDP-43 expressing yeast growth rescue, BacTiter-Glo, 24 h; also: % of control where 0% means no effect; nearly all actives have a fitted effect of over 50% in size
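Readout is BacTiter-Glo luminescence of cell growth, so inhibitors register as activators. TDP-43-expressing yeast at OD600=0.02 in galactose medium, after raffinose pregrowth to mid-log, were incubated with compound for 24 hr at 30 deg C.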
KB-3-1 tox = kills parental KB-3-1 adenocarcinoma cells; KB-3-1 viability, CellTiter-Glo ATP luminescence, 72 h; Potency, µM (doses to about 46.1 µM), for inactives: top-dose activity change, negative = cytotoxic, actives largely listed as cytotoxic; actives 1.4% (n = 400,000); AID 1347075; also: % is scaled to controls: 0 for no effect and ±100 for the full control effect; nearly all actives have a fitted effect of over 60% in size
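Luminescent ATP read-out (CellTiter-Glo) measures survival of drug-naive KB-3-1 cells after 72 h compound exposure at 37 °C. Titration series was screened from lowest to highest concentration, with DMSO vehicle plates as background controls.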
HT1080 IDH1KD tx = toxicity to HT-1080 IDH1 knockdown cells (counter line); HT-1080 IDH1 knockdown viability, ATP luminescence, 48 h; Potency, µM (titrated, usually from 46.1 µM), for the others: at the highest dose activity, negative = toxicity, actives largely listed as cytotoxic; actives 2% (n = 360,000); AID 686971;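 also: 0% = DMSO wells and -100% = cell-free medium wells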
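Luminescent ATP read-out (CellTiter-Glo, 10 min at room temperature) after 48 h compound exposure at 37 °C gave viability of IDH1-knockdown HT-1080 cells. Activity was normalised to DMSO and cell-free wells, then fitted as concentration-response curves.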
HT1080NT lethal = kills 2HG-producing HT-1080-NT fibrosarcoma cells. HT-1080-NT fibrosarcoma viability, CellTiter-Glo ATP luminescence, 48 h. Potency, µM (highest dose often 46.1 µM), without a hit: top-dose activity, negative = less viability, most hits filed as cytotoxic. actives 1.6% (n = 360,000). AID 686970;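 also: NT is the 2HG producing partner of a matched IDH1 knockdown line; 0% = DMSO-treated cells and -100% = media-only wells without cells; nearly all actives have a fitted effect of over 55% in size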
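Compounds were tested in concentration-response format on HT-1080-NT cells for 48 hours at 37 degrees C. Cell viability came from CellTiter-Glo luminescence; curves were classified by r2, response magnitude and activity.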
SW480 rerep = inducers of DNA re-replication in SW480 colon cancer cells | AID 624297 | actives 1.8% (n = 340,000) | Potency, µM (highest dose often 46.1 µM), without a hit: at the highest dose re-replication activation, actives largely listed as activators | SW480 DNA re-replication, Hoechst DNA content imaging, 48 h; also: % of control where 0% means no effect; nearly all actives have a fitted effect of over 55% in size
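First, 250 cells per well were seeded. Next, compound or vehicle (23 nL) was pinned in, plates sat 48 hr at 37 C. Finally Hoechst was added for 40 min before fluorescence scanning.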
KB-V1 cytotox = kills drug-selected multidrug resistant KB-V1 cells; KB-V1 MDR cells viability, CellTiter-Glo, 72 h; Potency, µM (titrated, usually from 46.1 µM), for inactives: top-dose activity change, negative = cytotoxicity, usual class: cytotoxic; actives 3.4% (n = 400,000); AID 1347076; also: % is scaled to controls: 0 for no effect and ±100 for the full control effect; nearly all actives have a fitted effect of over 60% in size
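Potencies derive from concentration-effect curves fitted to normalized luminescence (CellTiter-Glo) of KB-V1 cells treated for 72 h at 37 degrees C in phenol-red-free DMEM containing 10% FBS.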
* hit, by the source's call; ? = inconclusive; . = not tested or not shown; [ ] = remark or other dose. Calls follow the shape of the dose curve; as a rule, active = well fitted curve in the direction sought with a large enough effect; inconclusive = small, poorly fitted or top-dose-only effect, or another doubt; inactive = no such curve, though single readings can be large; an effect the other way counts as inactive or inconclusive. Potency is read from the fitted curve at half-maximal effect.

Values run as follows: GLP1R ag, HEK293 tox, GLP1R inv ag, TDP-43 yeast inh, KB-3-1 tox, HT1080 IDH1KD tx, HT1080NT lethal, SW480 rerep, KB-V1 cytotox
- CC1C(=O)OC2C1CCC1(C)CCC(=O)C(C)C21 (stereo not given)
 : 1%, -4%, 16%, -6%, -1%, 28%, 29%, 0%, 5%
- Cc1c([N+](=O)[O-])cc(N2C(=O)C=CC2=O)cc1[N+](=O)[O-]
 : -15%, 9%, 18%, -93%[inhibitor], 18%, 13%, -3%, 0%, -9%
- CCOc1c(OC(C)=O)ccc(/C=C/c2ccc3cccc(OC(C)=O)c3n2)c1[N+](=O)[O-]
 : -25%, -54%, 0%, 3%, ?, ?, ?, ?, 12µM*
- O=C(Nc1cccc2c1CCCC2)c1ccncc1
 : -2%, ?, 1%, -13%, 13%, 21%, 2%, -10%, ?
- O=c1ccc2cc3c(-c4ccccc4)coc3cc2o1
 : ?, -3%, 118%[activator], ?, 18µM*, -5%, -18%, 0%, 6.5µM*
- O=C(COC(=O)Cc1ccc(Br)cc1)NC1CC1
 : -4%, 22%, -9%, -28%, ., -3%, 0%, -4%, .
- C/C(=N\NC(=O)c1cc(C)oc1C)c1ccc2ccccc2c1
 : 9%, -20%, -15%, -3%, 1%, 0%, -6%, 26%, -9%
- COc1ccc(S(=O)(=O)N2CCC(n3c(C(F)(F)F)nc4cccnc43)CC2)cc1OC
 : ., 11%, 29%, 23%, ?, ., ., ., ?
- Cc1cc(C(=O)NNc2cc(Cl)ccc2Cl)no1
 : -6%, 4%, ?, -5%, -1%, -18%, -12%, 3%, -12%
- CCN1C(=O)C(CC(=O)N2CCN(C(c3ccccc3)c3ccccc3)CC2)N(CC)C1=O (stereo not given)
 : 9%, 11%, 0%, -5%, 1%, -6%, -4%[9.24 µM], 20%, 0%
- CCCCCNS(=O)(=O)c1cc2c3c(c1)CCC(=O)N3CCC2
 : 1%, -6%, 1%, 13%, 4%, 3%, 0%, -10%, -7%
- CCNS(=O)(=O)c1ccc(CCC(=O)O)cc1
 : -3%, 2%, 18%, -24%, ?, 13%, ?, -2%, 2%
- N#CC(C(=O)c1ccco1)c1ccccn1 (stereo not given)
 : -2%, -20%, 27%, -4%, 22%, -5%, 25%, -11%, -5%
- Cc1cc(C)cc(NC(=S)NCc2ccc3[nH]c4c(c3c2)CCCC4)c1
 : 6%, -27%, ?, 20%, ?, -23%, -20%, ?, -21%
- COc1ccc(-c2c(C)nc(N)nc2-c2ccc(OC)cc2O)cc1
 : 21%, 2%, 18%, -10%, -3%, -12%, -5%, ?, -10%
- COc1ccc(OCC(=O)Nc2ccc3c(c2)nc(CCN2CCOCC2)n3C)cc1
 : -2%, -2%, 8%, 17%, 15%, 0%, 4%, 2%, 15%
- COc1ccc(S(=O)(=O)N2CCN(CC(=O)Nc3ccc(Cl)c(C(F)(F)F)c3)CC2)cc1
 : ., -24%, ?, 9%, -14%, ., ., ., ?
- O=C(Nc1ccc(F)cc1)c1ccccc1F
 : -5%, 5%, 18%, 6%, 10%, 9%, 3%, 0%, 13%
- CC(NC(=O)C12CC3CC(CC(C3)C1)C2)c1ccc(F)cc1 (stereo not given)
 : 4%, 10%, -20%, -24%, -7%, -2%, -1%, ?, -4%
- Cc1noc(C)c1COc1cccc(C(=O)N2CCN(C/C=C/c3ccccc3)CC2)c1
 : -1%, -10%, -34%, 11%, -4%, ?, -18%, -3%, ?

Sorted by value in GLP1R ag (ascending): 3 of the compounds above
SMILES | GLP1R ag
Cc1c([N+](=O)[O-])cc(N2C(=O)C=CC2=O)cc1[N+](=O)[O-] | -15%
COc1ccc(OCC(=O)Nc2ccc3c(c2)nc(CCN2CCOCC2)n3C)cc1 | -2%
C/C(=N\NC(=O)c1cc(C)oc1C)c1ccc2ccccc2c1 | 9%

One compound at a time, as listed above. Order of values: GLP1R ag | HEK293 tox | GLP1R inv ag | TDP-43 yeast inh | KB-3-1 tox | HT1080 IDH1KD tx | HT1080NT lethal | SW480 rerep | KB-V1 cytotox
O=C(Nc1cccc2c1CCCC2)c1ccncc1 is listed as -2% | ? | 1% | -13% | 13% | 21% | 2% | -10% | ?
CC1C(=O)OC2C1CCC1(C)CCC(=O)C(C)C21 (stereo not given) is listed as 1% | -4% | 16% | -6% | -1% | 28% | 29% | 0% | 5%
O=C(Nc1ccc(F)cc1)c1ccccc1F is listed as -5% | 5% | 18% | 6% | 10% | 9% | 3% | 0% | 13%
N#CC(C(=O)c1ccco1)c1ccccn1 (stereo not given) is listed as -2% | -20% | 27% | -4% | 22% | -5% | 25% | -11% | -5%
Cc1noc(C)c1COc1cccc(C(=O)N2CCN(C/C=C/c3ccccc3)CC2)c1 is listed as -1% | -10% | -34% | 11% | -4% | ? | -18% | -3% | ?

Carrying on:
Values run as follows: GLP1R ag, HEK293 tox, GLP1R inv ag, TDP-43 yeast inh, KB-3-1 tox, HT1080 IDH1KD tx, HT1080NT lethal, SW480 rerep, KB-V1 cytotox
- COc1cc2c(c(OC)c1OC)-c1ccc(SC)c(=O)cc1C(NC(=O)c1ccccc1)CC2 (stereo not given)
 : 6%, -31%, -42%, 19%, 0.0092µM*, ?, ?, 0.015µM*, 0.73µM*
- COc1ccc(N(CC(=O)Nc2cc(Cl)ccc2C)S(=O)(=O)c2c(C)n[nH]c2C)cc1
 : -4%, ?, 4.5µM*, -7%, 9.2µM*, ?, ?, -1%, -18%
- COc1ccc(-c2nn(-c3ccccc3F)cc2CNCCn2nc(C)cc2C)cc1
 : 10%, 1%, ?, -1%, -6%, -18%, -12%, -1%, ?
- Cc1ccc(S(=O)(=O)N2CCC(C(=O)NCC(C)(C)N3CCOCC3)CC2)c(C)c1
 : -1%, 5%, ?, 13%, -1%, 0%, 2%, -9%, 2%
- Cc1cc(NC2=CC(=O)C(=O)c3ccccc32)no1
 : -9%, ?, -7%, 23%, ?, ?, ?, ?, 18µM*
- Cc1ccc(-c2cn3nc(N4CCCC(C(=O)Nc5ccc(F)cc5)C4)sc3n2)cc1 (stereo not given)
 : ., -7%, ?, 22%, -26%, ., ., ., -23%
- CC(=O)c1ccc(C(=O)NC2CC(C)(C)Cc3c2cnn3-c2ccccc2)cc1 (stereo not given)
 : 1%, 12%, -4%, -4%, ., -14%, -1%, 8%, .
- COc1ccc(OC)c(NC(=O)c2cc3sccc3n2C)c1
 : 18%, -9%, 1%, 16%, -3%, 1%, 10%[9.24 µM], -4%, -13%
- CC1(C)C(c2ccccc2)=[N+]([O-])C2(CCCCC2=O)N1O (stereo not given)
 : -2%, 0%, 6%, 4%, -2%, 7%, 10%, 2%, 17%
- CNc1ccc(C(O)(C(F)(F)F)C(F)(F)F)cc1C(O)(C(F)(F)F)C(F)(F)F
 : -2%, 3%, 0%, 0%, -18%, -20%, -22%, 19%, -21%
- CCc1ccc(NC(=O)C2CCN(c3ccc(Sc4ccc(C)cc4)nn3)CC2)cc1
 : -1%, 1%, 0%, 11%, 9%, ., ., ., 22%
- O=C(O)c1ccc(COc2ccc3ccccc3c2)o1
 : -1%, 2%, ?, 29%, 5%, 1%, -1%, -25%, -4%
- CN(CCC1CCOCC1)C(=O)c1cc(COc2c(F)cccc2F)on1
 : 4%, -6%, 12%, ?, 0%, 0%, 7%, -2%, -5%
- Cc1nc(NC(=O)COC(=O)[C@@H](NC(=O)c2ccco2)C(C)C)c(Cl)cc1Cl
 : -2%, 0%, 4%, 6%, 1%, -8%, 5%, 0%, -10%
- CCCn1nnnc1NC(=O)CSc1ccc(Cl)cc1
 : 0%, -1%, -2%, -4%, -3%, -2%[9.24 µM], ?, -3%, -5%
- O=C(c1cc2ccccc2oc1=O)N(Cc1cccs1)C1CCS(=O)(=O)C1 (stereo not given)
 : -1%, 4%, 8%, 4%, -7%, -1%, -2%, -6%, -5%
- CCOc1cc(/C=N/NC(=O)c2ccncc2)ccc1OC(=O)c1ccc([N+](=O)[O-])cc1
 : -15%, -3%, -19%, 20%, 0%, -6%, -5%, -2%[9.22 µM], 13%
- CCOC(=O)C1CCN(C(=O)CCc2nnc3ccc(N4CCN(C)CC4)nn23)CC1
 : -5%, -11%, -14%, -9%, 4%, -9%, 14%, 7%, 8%
- O=C(COc1ccc(Br)cc1)Nc1ccc(N2CCOCC2)cc1N1CCOCC1
 : -2%, -1%, -8%, 9%, 3%, -8%, 2%, 27%, 5%
- C=CCNC(=O)CSc1nc2scc(-c3ccco3)c2c(=O)n1CC=C
 : ?, 4%, 13%, -4%, 2%, 0%, -4%, -7%, -17%

The list goes on:
Values run as follows: GLP1R ag, HEK293 tox, GLP1R inv ag, TDP-43 yeast inh, KB-3-1 tox, HT1080 IDH1KD tx, HT1080NT lethal, SW480 rerep, KB-V1 cytotox
- CCOc1ccc(-n2nc3ccc(NC(=O)COc4ccccc4C)cc3n2)cc1
 : ., -3%, -10%, ?, 15%, ., ., ., 17%
- C=CCn1c(=O)/c(=C\c2ccsc2)s/c1=C(/C#N)C(=O)NCCN1CCOCC1
 : 5%, -7%, 13%, 2%, -19%, 17%, 22%, 0%, ?
- CCOc1ccc(C(=O)C(C)=O)c(OCC)c1
 : 16%, -10%, 6%, -10%, 12%, 17%, 11%, 2%, -2%
- COc1ccc(C(=O)Nc2ccc(OCC(F)(F)C(F)F)c(C(F)(F)F)c2)cc1OC
 : 2%, -24%, 4µM*, ?, ?, ?, ?, 1%[9.22 µM], ?
- CSc1nnc(C)c(/C=C/Nc2ccc(F)cc2)n1
 : ?, 91%[activator], 67%[activator], -5%, -10%, ?, ?, 0%, ?
